# Bioassay records deposited in PubChem by several laboratories.
# TROY signal inh: inhibitors of TROY-driven NF-kB signaling, primary screen, Q293 LMP1-TROYcd cells, NF-kB luciferase, uHTS. Q293 LMP1-TROYcd NF-kB luciferase reporter, 4 h. 360,000 compounds, 0.98% hits. inhibition, % at 10 µM. AID 1347056, 2019;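 active means compounds whose plate-normalised and pattern-corrected inhibition of the luciferase reporter signal at the single screening dose is 50% or more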
# NR2F2 inh: NR2F2 transcriptional activity inhibitors, primary screen, cell-based, luciferase reporter, HEK293T, luminescence; COUP transcription factor 2 (Homo sapiens), P24468; HEK293T NGFI-A luciferase reporter; inhibition, % at 8.6 µM; 370,000 compounds, 0.7% hits; AID 686940, 2013;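 active means inhibition above a per-plate cutoff, mean inhibition of test wells between control levels plus 3 SD, cut at about 38% in these data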;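 further: cells cotransfected with COUP-TFII expression vector driving the NGFI-A reporter; 0% = median of COUP-TF2 test wells and 100% = reporter-only cells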
# Target sequence (P24468 whole entry, looked up): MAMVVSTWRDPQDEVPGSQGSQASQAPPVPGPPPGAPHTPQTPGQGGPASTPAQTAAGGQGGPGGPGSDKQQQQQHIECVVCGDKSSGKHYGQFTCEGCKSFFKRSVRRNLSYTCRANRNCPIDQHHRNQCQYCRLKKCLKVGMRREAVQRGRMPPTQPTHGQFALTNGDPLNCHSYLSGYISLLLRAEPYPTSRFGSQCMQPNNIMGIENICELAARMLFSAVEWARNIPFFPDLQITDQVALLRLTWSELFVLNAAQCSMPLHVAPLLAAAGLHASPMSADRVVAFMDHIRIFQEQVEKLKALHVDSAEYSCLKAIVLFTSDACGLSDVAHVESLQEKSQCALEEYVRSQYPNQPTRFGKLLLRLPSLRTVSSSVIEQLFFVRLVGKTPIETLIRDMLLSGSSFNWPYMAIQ
# Exocytosis inh: LAMP-1 surface exposure blockers, TALL-104 cells – cell-based, flow cytometry, MLPCN library, primary screen. 360,000 compounds, 0.66% hits. inhibition, % at 10 µM. TALL-104 LAMP-1 surface exposure; cells stimulated with thapsigargin and PMA;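 active means inhibition above about 55%, limit read from the data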
# TLR9-MyD88 inh: inhibitors of TLR9-MyD88 association in cells, primary screen, cell-based, CHO, BLA complementation, fluorescence | 340,000 compounds, 0.21% hits | inhibition, % at 4.98 µM | AID 504734, 2011 | CCF4 FRET ratio;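 active means inhibition above the mean over all tested compounds plus 3 SD, cut at about 21% in these data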;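 further: 0% = DMSO only wells and 100% = clavulanate BLA inhibitor control wells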
# NOD2-RIPK2 inh: NOD2-RIPK2 binding disruptors in cells, primary screen, fluorescence, CHO cells, BLA complementation; AID 624267, 2012; CCF4 ratio; Receptor-interacting serine/threonine-protein kinase 2 (Homo sapiens), O43353; inhibition, % at 4.98 µM; 360,000 compounds, 0.38% hits; in the data active means inhibition above about 21%;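 further: 0% = vehicle only and 100% = reference blocker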
# NR5A2 inv ag: LRH-1 (NR5A2) inverse agonists, primary screen, cell-based, luminescence, HEK293T, StAR-luciferase reporter. Nuclear receptor subfamily 5 group A member 2 (Homo sapiens), O00482. LRH-1 transfected, 24 h. inhibition, % at 3.6 µM. 360,000 compounds, 0.13% hits. AID 602396, 2012;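 active means inhibition above the mean inhibition of all tested compounds plus 3 SD, cut at about 73% in these data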;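 further: 0% = DMSO wells and 100% = reporter-only cells lacking LRH-1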
# Target sequence (O00482 whole entry, looked up): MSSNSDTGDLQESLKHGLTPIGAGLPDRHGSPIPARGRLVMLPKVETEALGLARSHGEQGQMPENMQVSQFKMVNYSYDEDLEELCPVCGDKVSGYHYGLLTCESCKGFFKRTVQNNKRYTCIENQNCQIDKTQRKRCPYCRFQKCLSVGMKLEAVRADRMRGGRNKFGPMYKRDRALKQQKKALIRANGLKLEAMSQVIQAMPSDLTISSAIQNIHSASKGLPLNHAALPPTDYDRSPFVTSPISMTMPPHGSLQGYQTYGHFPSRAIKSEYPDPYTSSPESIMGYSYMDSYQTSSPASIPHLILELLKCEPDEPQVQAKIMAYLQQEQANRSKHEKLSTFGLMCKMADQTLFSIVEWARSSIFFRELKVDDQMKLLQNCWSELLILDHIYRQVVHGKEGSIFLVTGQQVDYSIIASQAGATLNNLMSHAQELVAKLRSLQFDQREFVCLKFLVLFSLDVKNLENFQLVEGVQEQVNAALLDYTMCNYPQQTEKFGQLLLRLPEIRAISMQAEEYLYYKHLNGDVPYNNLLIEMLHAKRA
# SRC1 inh: SRC1 coactivator transcriptional activity inhibitors, primary screen, cell-based, luminescence. Nuclear receptor coactivator 1 (Homo sapiens), Q15788. AID 588354, 2011. HEK293 GAL4-SRC1 luciferase reporter. 360,000 compounds, 0.12% hits. inhibition, % at 3.6 µM;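 active means inhibition above the campaign mean plus 3 SD, with each screening campaign given its own cutoff, cut at about 60% in these data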;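 further: 0% = DMSO treated cells and 100% = gossypol at 36 µM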
# NCOA2 inhibitor: inhibition of GAL4-SRC2 driven luciferase reporter, primary screen, SRC2 inhibitor project, cell-based, luminescence. 370,000 compounds, 0.17% hits. inhibition, % at 9 µM. HEK293 GAL4-SRC2 luciferase reporter. Nuclear receptor coactivator 2 (Homo sapiens), Q15596. AID 651957, 2012;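 active means inhibition above the mean inhibition of all tested compounds plus 3 SD, set per campaign, cut at about 52% in these data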;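 further: 0% = DMSO treated cells and 100% = cells given Gossypol at 36 µM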
# NCOA3 inh: SRC3 coactivator transcriptional activity inhibitors, primary screen, cell-based, luminescence. inhibition, % at 3.6 µM. HEK293 GAL4-SRC3 luciferase reporter. Nuclear receptor coactivator 3 (Homo sapiens), Q9Y6Q9. 360,000 compounds, 0.17% hits;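 active means inhibition above a per-campaign cutoff, the mean of all compounds plus 3 SD, cut at about 60% in these data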;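 further: 0% = DMSO-treated cells and 100% = gossypol-treated cells at 36 µM; higher means less SRC3-driven luciferase light from the GAL4 reporter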
# TWEAK-Fn14 inh: inhibitors of TWEAK-Fn14 signaling, primary screen, luciferase reporter cells, uHTS. TWEAK-stimulated Fn14 reporter cells, luciferase luminescence, 8 h. inhibition, % at 10 µM. 360,000 compounds, 2% hits; in the data active means inhibition above about 50%
# ABHD5-PLIN5 inh: ABHD5-PLIN5 interaction inhibitors, primary screen, cell lysate, split luciferase complementation, luminescence; Perilipin-5 (Homo sapiens) + 1-acylglycerol-3-phosphate O-acyltransferase ABHD5 (Homo …; Split G. princeps luciferase complementation, 4 h; inhibition, % at 4 µM; 360,000 compounds, 0.78% hits; AID 602281, 2012;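 active means inhibition above the mean inhibition across every tested compound plus 3 SD, cut at about 22% in these data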;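 further: 0% = DMSO only wells and the 100% control is not disclosed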
# Starred values were filed as active, the others as inactive; . = not tested or not shown. An excerpt (hit frequency here may not be typical).
nr	compound	TLR9-MyD88 inh	NCOA2 inhibitor	Exocytosis inh	SRC1 inh	NR2F2 inh	NOD2-RIPK2 inh	TWEAK-Fn14 inh	NR5A2 inv ag	ABHD5-PLIN5 inh	TROY signal inh	NCOA3 inh
1	Cc1nonc1C(=O)N/N=C/c1ccc([N+](=O)[O-])o1	-6	-15	-1	-14	-34	-1	-21	18	-4	-1	3
2	COc1ccccc1CN(C)C[C@@H]1OCc2cnnn2CCCC(=O)N([C@@H](C)CO)C[C@H]1C	-7	-5	-11	-3	6	-3	2	1	3	1	0
3	Cc1ccc(S(=O)(=O)N2CCc3ccccc3C2CN2C(=O)c3ccccc3C2=O)cc1 (stereo unspecified)	0	6	-1	-9	6	-23	13	0	0	-3	6
4	Cc1cc2c(cc1C)CSC(c1ccc3ccccc3c1O)SC2	-1	-32	-4	4	-11	-3	-11	12	-11	11	-1
5	COc1ccccc1C(CC(N)=O)c1ccco1 (stereo unspecified)	3	1	4	-1	0	-3	-8	7	-5	20	-14
6	CC(=O)c1ccc2c3c(cccc13)CC2	1	1	2	11	-4	4	-15	-10	2	3	2
7	CC(=O)c1c(C)[nH]c(C(=O)CN2CCN(S(=O)(=O)c3ccccc3F)CC2)c1C	1	-3	-6	5	12	-2	5	-2	6	7	4
8	O=C(COC(=O)c1n[nH]c2ccccc12)NC(=O)NC1CCCCC1	-4	14	0	-6	-8	3	8	18	-6	15	15
9	C[C@@H]1CN([C@@H](C)CO)C(=O)CCCn2nncc2CO[C@H]1CN(C)C(=O)Nc1cccc2ccccc12	11	-8	-1	-1	-12	8	36	14	-9	47	0
10	CCOc1ccc(N2C(=O)c3cccnc3C2=O)cc1	11	4	0	-20	14	6	7	1	3	11	-15
11	Cc1ccc2c(c1)c(CC(=O)Nc1ccc(F)cc1)c(C(=O)O)n2C	-5	-3	0	-4	-4	-20	106*	15	3	14	1
12	CCC12CN(S(=O)(=O)c3ccc(C)cc3)CC(CC)(CN(S(=O)(=O)c3ccc(C)cc3)C1)C2=O	-9	-10	1	5	1	0	9	17	2	5	-2
13	Cc1ccc(C(=O)CSc2nnc(-c3ccco3)n2C)cc1	0	-25	5	4	-8	-4	-16	-4	-8	-27	-5
14	COc1ccc(C(=O)OCC(=O)c2ccc(Br)s2)c(OC)c1	-8	-29	0	-18	-6	-6	-24	2	1	-28	-6
15	NNC(=O)c1cccnc1Oc1ccccc1	6	-9	6	-10	15	4	-9	26	-3	6	24
16	O=C(NCc1ccco1)C1CCCCC1	-3	-2	-1	-3	15	-13	2	19	-3	-6	9
17	CC(=O)NS(=O)(=O)c1ccc(NC(=O)c2cccc3ccccc23)cc1	7	6	-6	-2	-6	5	-6	13	2	-3	6
18	O=C1CCCc2c1[nH]c1c(Br)cccc21	10	-30	-10	-10	-47	9	-12	-10	-2	-16	8
19	O=C(Cn1c(=O)sc2ccccc21)NCCOc1ccccc1F	2	-35	2	3	3	3	15	-5	2	-16	4
20	C/C(=N\N=C1\NC(=O)C(CC(=O)O)S1)c1ccccn1 (stereo unspecified)	.	5	-3	31	5	-3	-16	14	10	-25	5
21	COc1ccccc1CNC(=O)COC(=O)c1cnccn1	4	-2	15	0	22	-4	3	3	-2	14	16
22	CC1CCCCN1C(=O)Cn1cnc2cc([N+](=O)[O-])ccc2c1=O (stereo unspecified)	10	-17	3	3	11	5	8	2	-5	6	3
23	C=CCn1c(-c2cccc(OC)c2OC)n[nH]c1=S	-7	16	3	-14	11	-9	-5	1	3	-4	11
24	O=C(CSc1nnc(-c2ccncc2)o1)c1cccc([N+](=O)[O-])c1	-2	23	1	-1	-5	0	-53	7	-10	16	6
25	O=C(COC(=O)CNC(=O)c1ccccc1F)Nc1ccc2c(c1)OCCO2	-4	-5	-1	3	-2	-19	1	-6	-7	-15	-2
26	COc1ccc(S(=O)(=O)NCC2CCCN(C(=O)CCSC)C2)cc1 (stereo unspecified)	1	-22	-5	0	7	-5	12	-19	7	15	2
27	CC1=NN(c2cccc(C(=O)O)c2)C(=O)/C1=C\C=C\c1ccco1	-7	-18	-2	-25	-13	-19	-7	-50	14	-38	-52
28	N#CCCN(C(=O)COC(=O)c1cc2ccccc2oc1=O)c1ccccc1	-12	-9	2	-9	-3	-5	-10	-7	10	9	10
29	COc1ccc2[nH]cc(S(=O)(=O)c3ccc(F)cc3)c(=O)c2c1	5	-7	6	-9	10	-4	17	-5	10	7	-1
30	CC1=C(C(=O)OC(C)C)C(c2ccc(Br)s2)NC(=O)N1 (stereo unspecified)	-3	-12	0	0	12	-5	16	-2	-7	16	-22
31	COC(=O)[C@@]12C[C@@H](CC(=O)N3CCN(C(=O)C4CC4)CC3)C(=O)N(Cc3ccccc3)C1=CCC(C)(C)C2	.	-2	8	.	3	0	.	9	0	.	.
32	CCC(=O)Nc1c(-c2ccccc2Cl)c(=O)c2ccccc2n1CC	-3	-9	-6	0	-10	-17	-9	-1	5	0	-3
33	CCCC[C@@H]1CNC(=S)N1CCC12CC3CC(CC(C3)C1)C2	-8	-6	13	-19	2	4	2	7	1	-13	-6
34	C=C(C)c1nc(Oc2ccccc2)nc(Oc2ccccc2)n1	-16	16	23	4	15	-6	37	1	11	-12	1
35	CC(C)C[C@@H](CN1CCCC1CN1C(=S)NC[C@@H]1Cc1ccc(O)cc1)N1C[C@H](Cc2ccc(O)cc2)N(CC2CCCCCC2)C1=S (stereo partly specified)	-7	-4	56*	-1	25	-2	42	-5	-14	15	6
36	Cc1cc(C)n2nc(C(=O)OCC(=O)N(Cc3ccccc3)C(C)C)nc2n1	0	5	-3	-6	-4	-3	-3	7	-1	-3	5
37	O=C(O)CCN1C(=O)CC2(CCCCC2)C1=O	-7	-19	1	1	7	5	8	-9	-2	8	7
38	Cc1ccc(OCCCC(=O)Nc2nc3ccccc3[nH]2)cc1	-4	-28	0	-16	9	5	15	-4	2	-36	14
39	N#C/C(=C\c1c(N2CCC(C(N)=O)CC2)nc2ccccn2c1=O)C(=O)NCc1ccco1	8	10	-5	2	3	2	4	-9	1	3	5
40	C[C@@H]1CN([C@H](C)CO)C(=O)Cc2cc(NC(=O)CCC(F)(F)F)ccc2O[C@@H]1CN(C)C(=O)NC1CCCCC1	-12	-2	-3	5	-2	-10	-5	-6	3	8	8
41	CCNC(=S)N1CCN(Cc2ccccc2)CC1	-19	-13	-2	-9	-9	-4	-2	3	-3	4	14
42	NC(=O)CSc1nc(C23CC4CC(CC(C4)C2)C3)nc2ccccc12	-5	15	-1	-17	2	5	18	-4	-10	10	0
43	CN(C)CCN(C(=O)c1ccc(S(=O)(=O)N2CCCC2)cc1)c1nc2ccc(Br)cc2s1	-8	-6	1	-18	-21	0	-13	-9	0	4	1
44	COC(=O)C1=C(C)N(Cc2ccccc2)C(=NCCc2cccnc2)N[C@H]1c1ccccc1	4	.	10	5	.	3	-17	-11	14	1	-6
45	C=CCNC(=O)c1onc(CS(=O)(=O)c2cc(C)cc(C)c2)c1C(=O)NCC=C	1	10	1	1	8	-14	3	1	-2	-7	-14
46	C=CCSc1nc2c(c(=O)[nH]c(=O)n2C)n1C(C)C	2	1	3	-2	6	-6	0	-4	-5	2	-7
47	COc1cc2c(cc1OC)/C(=C/C(=O)c1ccc(OC)c([N+](=O)[O-])c1)NCC2	5	-10	11	-11	-41	-5	-13	7	-4	13	-25
48	O=C(Nc1cccc(OC(F)(F)F)c1)C1Cc2c(-c3ccccc3Oc3ccccc3)ccnc2O1 (stereo unspecified)	.	-3	17	17	5	-9	22	-9	-12	11	-11
49	O=C(Nc1ccc2c(c1)CCC2)c1ccccc1Br	0	-24	0	-93	-76	-6	10	-188	5	-55	-82
50	Cc1cccc(C)c1NC(=O)C1c2cccc[n+]2CC(=O)N1Cc1ccc2c(c1)OCO2 (stereo unspecified)	-6	-17	-10	-38	10	-10	-3	16	14	2	-4

# Next section:
nr	compound	TLR9-MyD88 inh	NCOA2 inhibitor	Exocytosis inh	SRC1 inh	NR2F2 inh	NOD2-RIPK2 inh	TWEAK-Fn14 inh	NR5A2 inv ag	ABHD5-PLIN5 inh	TROY signal inh	NCOA3 inh
51	CC(=O)Nc1ccc(NS(=O)(=O)c2ccc(CN3C(=O)c4cccnc4C3=O)cc2)cc1	10	-12	-1	14	-19	2	-15	10	-5	0	8
52	CN(C)c1ccc(C(=O)C(O)c2ccccc2)cc1 (stereo unspecified)	3	-9	-1	-25	-1	-10	-1	0	3	-11	-22
53	COC(=O)c1cc(/C=C/c2ccccc2)on1	3	-32	-2	-10	0	2	-6	1	-1	-8	10
54	CN(c1ccc(OCC(=O)NCCc2ccccc2)cc1)S(=O)(=O)c1ccc(Cl)cc1	-9	-20	-14	-22	-16	-4	-6	-46	-8	-16	-9
55	O=C(N[C@H]1C=C[C@H](CC(=O)N2CCCCC2)O[C@@H]1CO)c1cccc(F)c1	.	-2	7	.	13	-5	.	2	2	.	.
56	CCCCn1nc(C(=O)N(CCOC)c2c(N)n(CCCC)c(=O)[nH]c2=O)c2ccccc2c1=O	2	-14	-8	-9	5	-6	-11	9	-3	-4	-16
57	O=C(CN1CCN(C(=O)c2ccco2)CC1)Nc1ccc(Cl)c(C(F)(F)F)c1	3	8	5	-11	11	-3	-19	24	-5	2	11
58	CCN(CC)CCNC(=O)CCCCn1c(=S)[nH]c2c([nH]c3ccc(OC)cc32)c1=O	5	-46	0	3	23	-14	.	5	-3	.	5
59	CCCc1nc2oc3cc(OC)ccc3c(=O)c2c(=O)n1Cc1ccco1	-6	13	-2	4	4	1	-10	-19	17	-16	-16
60	COCCNC(=O)c1ccc(S(=O)(=O)N2CCCc3ccccc32)cc1	1	-6	4	-2	5	-7	21	-3	-1	-6	5
61	COc1ccc(C(C(=O)NC2CCCCC2)N(CC2CCCO2)C(=O)CCCC(=O)Nc2ccccn2)cc1 (stereo unspecified)	-2	-9	-2	5	12	-11	5	-15	-2	10	-9
62	O=C(OC1CCCCC1=O)c1cccc(S(=O)(=O)NCc2ccccc2)c1 (stereo unspecified)	-9	10	1	-9	12	-1	15	23	5	11	6
63	Cc1ccc(S(=O)(=O)c2cn(C)c3cc(N4CCN(C)CC4)c(F)cc3c2=O)c(C)c1	7	-37	0	4	-11	4	0	-16	2	0	2
